From PubChem BioAssay
MsrA inh: inhibitors of bovine MsrA; purified bovine MsrA, absorbance read-out; inhibition, % at 15.5 µM; 360,000 compounds, 0.75% hits; in the data active = inhibition above about 4.5%;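 note: 0% = vehicle wells with enzyme and 100% = reference inhibitor wells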
NRP1-CendR mod: modulators of CendR peptide binding to human neuropilin-1 | FAM-RPARPAR peptide binding to NRP-1, fluorescence polarization | AID 602438 | O14786 | 360,000 compounds, 0.85% hits | inhibition, % at 25 µM;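 active = inhibition or corrected inhibition above about 18%, plus a signal ratio from 0.5 to 1.5, limit read from the data, passing the limit was not always enough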; note: strong numbers were not always called active
SKN-1 block: blocks SKN-1 activity in C. elegans. C. elegans VP596 Pgst-4::GFP/RFP ratio, acrylamide-induced, 24 h. inhibition, % at 21.8 µM. 360,000 compounds, 0.49% hits. AID 624304;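 active = interference check ratio from 0.5 to 1.5 plus GFP to RFP signal ratio inhibition reaching or exceeding a fixed threshold, cut at about 30% in these data, passing the limit was not always enough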; note: some compounds called inactive have numbers as strong as hits
MT1-MMP act inh: MT1-MMP (human) activation inhibition. P50281. HT1080 RFP-PRO-GFP cells, GFP/RFP ratio fluorescence, overnight; percent of plate control window, DMSO zero. GFP/RFP ratio change, % at 20 µM. 360,000 compounds, 0.061% hits. AID 651647;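 active = GFP/RFP ratio change of at least 30% with cell ATP level not reduced by more than half and red fluorescence within 50% of control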; note: strong numbers were not always called active
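Assay system: HT1080 RFP-PRO-GFP cells. Benchmarks: DMSO vehicle wells and RFP-L50D-GFP reporter cell wells. Times: overnight cell settling, then overnight compound exposure, 37 °C, 5% CO2. Compound: 20 µM single dose, 1% DMSO. Read-out basis: GFP/RFP fluorescence ratio.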
TbMetRS inhib: Trypanosoma brucei MetRS inhibition. 360,000 compounds, 0.4% hits. inhibition, % at 11.9 µM. purified T. brucei MetRS, ATP depletion, Kinase-Glo luminescence;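 active = inhibition above a per-plate cutoff of the control wells' mean inhibition plus 3 SD, cut at about 5.5% in these data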;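 note: 0% = DMSO wells median and 100% = median of wells with control inhibitor compound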
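System: purified T. brucei MetRS enzyme / Detection: Kinase-Glo luciferase luminescence reporting remaining unconsumed ATP / Medium: HEPES buffer with MgCl2, KCl, DTT, spermine, BSA, pyrophosphatase / Replication: singlicate, one well per compound / Evaluation: percent inhibition relative to median high and low control wells / Schedule: 2 h aminoacylation at 25 °C after 15 min preincubation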
MLLE-PAM2 inh: blocks PAM2 peptide binding to the PABP1 MLLE domain | P11940 | GST-MLLE / FITC-PAM2 fluorescence polarization | inhibition, % at 20 µM | 360,000 compounds, 0.36% hits; in the data active = inhibition above about 35%, passing the limit was not always enough;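 note: plate controls were DMSO wells with GST-MLLE for no effect and wells lacking GST-MLLE protein for full effect; some results filed as inactive read as strong as hits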
Target sequence (P11940 whole entry, looked up, the tested form may be a part): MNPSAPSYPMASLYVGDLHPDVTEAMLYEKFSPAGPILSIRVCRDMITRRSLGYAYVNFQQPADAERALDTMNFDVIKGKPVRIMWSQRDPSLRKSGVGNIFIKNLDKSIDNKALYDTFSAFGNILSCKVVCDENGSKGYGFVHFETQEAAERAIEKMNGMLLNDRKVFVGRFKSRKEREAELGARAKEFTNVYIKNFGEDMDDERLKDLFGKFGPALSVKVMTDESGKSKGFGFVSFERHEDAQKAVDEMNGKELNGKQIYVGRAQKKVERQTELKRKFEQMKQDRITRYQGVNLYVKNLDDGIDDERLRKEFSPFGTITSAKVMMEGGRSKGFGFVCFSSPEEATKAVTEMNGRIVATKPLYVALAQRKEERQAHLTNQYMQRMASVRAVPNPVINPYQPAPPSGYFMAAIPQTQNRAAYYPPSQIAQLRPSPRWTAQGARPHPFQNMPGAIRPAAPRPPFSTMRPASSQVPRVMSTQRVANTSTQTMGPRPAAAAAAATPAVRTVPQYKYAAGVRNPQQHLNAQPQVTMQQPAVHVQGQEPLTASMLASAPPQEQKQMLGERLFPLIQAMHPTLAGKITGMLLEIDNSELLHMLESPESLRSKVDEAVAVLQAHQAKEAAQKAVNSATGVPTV
MsrA act: activates bovine MsrA enzyme; purified bovine MsrA, absorbance read-out; activation, % at 10.6 µM; 360,000 compounds, 0.3% hits; in the data active = activation above about 7.5%;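 note: 0% = vehicle and 100% = reference activator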
E coli Lon inh: inhibitors of E. coli Lon protease. purified E. coli Lon protease, fluorescence polarization. inhibition, % at 7.94 µM. 360,000 compounds, 0.42% hits; in the data active = inhibition above about 13%, passing the limit was not always enough;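 note: 0% = enzyme with probe and DMSO and 100% = no enzyme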
FAS TE block: blocks the thioesterase domain of human fatty acid synthase; recombinant FAS-TE, OMFH fluorogenic substrate, fluorescence endpoint; P49327; AID 602261; 360,000 compounds, 0.67% hits; inhibition, % at 15 µM;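 active = compounds whose normalised, plate-corrected inhibition of enzyme fluorescence in the single-dose primary screen is 50% or more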;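 note: 0% = DMSO with enzyme and 100% = substrate without enzyme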
Starred values were filed as active, the others as inactive.

SMILES	MsrA inh	NRP1-CendR mod	SKN-1 block	MT1-MMP act inh	TbMetRS inhib	MLLE-PAM2 inh	MsrA act	E coli Lon inh	FAS TE block
CCOC(=O)N1CCN(S(=O)(=O)c2cc(Br)cc3c2N(C(=O)C2CC2)CC3)CC1	-0.2	4	5	0	0.4	-8	1	-10	11
Cc1ccc(OCC(=O)Nc2ccc(-n3cnnn3)cc2)c(C)c1	2.2	1	1	9	-0.7	-11	-10	5	6
Cc1ccn2c(NC3CCCCC3)c(-c3cccc(-c4cccc(Cl)c4)c3)nc2c1	2.4	-29	10	-13	-0.5	-26	-10	8	18
Cc1onc(-c2ccccc2Cl)c1C(=O)NCc1ccccc1F	-0.5	12	5	1	0.6	3	0	2	-1
CN(C)S(=O)(=O)c1cccc(NC(=O)c2ccc(N3CCCC3=O)cc2)c1	0.7	5	25	-3	-0.4	8	-1	3	-5
CCOC(=O)Cn1c(SC)nc2sc3c(c2c1=O)CC(C)(C)OC3	1.2	6	1	-2	-1.7	-15	-5	-4	1
Cc1ccccc1OCC(=O)N/N=C/c1c(C)nn(-c2ccccc2)c1Cl	-1.2	-9	-4	2	-0.1	0	-1	-5	3
CC1=CC(C)(C)N2C(=O)C3(SCC(=O)N3c3ccc(O)cc3)c3cc(C)cc1c32 (stereo not given)	0.0	-9	21	-12	-0.3	-7	-1	1	-34
COc1ccccc1CC(=O)Nc1c[nH]c(=O)[nH]c1=O	0.1	-9	7	4	-0.3	4	-3	-5	-14
Cc1ccc(S(=O)(=O)N2CCCOC2CNC(=O)C(=O)NCc2ccccc2C)cc1 (stereo not given)	-0.2	4	0	7	-0.6	-11	-5	9	-1
CC(/C=C/c1cccs1)=C\C(=O)O	3.6	-5	4	3	1.6	1	-1	-7	-13
COC(=O)c1ccc(CN2C(=O)C(C)ON=C2c2ncccc2C)o1 (stereo not given)	1.4	-16	8	2	-0.4	-11	0	-4	-4
O=S(=O)(NCc1ccc2c(c1)OCO2)c1c(F)cc(F)cc1Br	0.2	5	-7	0	0.0	9	-5	9	0
CCN(CC(=O)N1CCCC1)S(=O)(=O)c1ccc2ccccc2c1	-1.3	2	-8	-1	-0.6	2	-3	1	-5
CCNC(=O)N1CCCC(C(=O)c2ccc3cc(OC)ccc3c2)C1 (stereo not given)	-0.5	-8	9	1	-0.8	10	-2	6	-15
CCOc1ccc(S(=O)(=O)N/N=C2/CC(c3ccccc3)Oc3ccccc32)cc1 (stereo not given)	0.9	-4	10	3	0.4	-4	-4	-11	32
O=C(O)c1ccccc1OCCOc1ccccc1C(=O)O	0.0	8	14	1	0.1	6	-3	-8	-7
O=C(COc1cc2oc(=O)c3c(c2cc1Cl)CCC3)NCc1ccncc1	1.3	-5	7	-5	-0.1	-4	-1	-14	-2
CCOc1ccc(NS(=O)(=O)c2ccc3[nH]c(=O)c(=O)[nH]c3c2)cc1	1.2	-2	12	4	-0.1	-16	-4	5	5
CC(C)(C)c1cc(-c2ccccc2)no1	-0.6	3	8	0	0.1	25	-4	-2	2
C1CCC(Nc2nc3nonc3nc2N2CCSCC2)C1	0.8	3	-22	-4	-0.5	9	-11	-4	-5
Cc1ccc(NC(=O)C2CCN(S(C)(=O)=O)CC2)cc1	-0.2	7	4	-8	0.4	-4	2	-3	-5
COC(=O)[C@@H]1C[C@@H](c2ccccc2)[C@H](C)C1(C)C	-0.4	21	7	1	0.1	8	-2	-20	9
Cc1ccc2sc(NNC(=O)c3ccc4c(c3)OCCO4)nc2c1C	0.8	-10	-12	0	-1.1	-123	-10	5	20
COc1ccc(S(=O)(=O)NN=C2CCCCC2)cc1	-0.3	-1	13	2	-0.3	-9	-1	12	-7

Looked up by compound from the entries so far (three):
SMILES	MsrA inh	NRP1-CendR mod	SKN-1 block	MT1-MMP act inh	TbMetRS inhib	MLLE-PAM2 inh	MsrA act	E coli Lon inh	FAS TE block
CCN(CC(=O)N1CCCC1)S(=O)(=O)c1ccc2ccccc2c1	-1.3	2	-8	-1	-0.6	2	-3	1	-5
Cc1ccc(OCC(=O)Nc2ccc(-n3cnnn3)cc2)c(C)c1	2.2	1	1	9	-0.7	-11	-10	5	6
Cc1ccc(NC(=O)C2CCN(S(C)(=O)=O)CC2)cc1	-0.2	7	4	-8	0.4	-4	2	-3	-5

Five compounds already listed, sorted by SMILES length, ascending:
SMILES	MsrA inh	NRP1-CendR mod	SKN-1 block	MT1-MMP act inh	TbMetRS inhib	MLLE-PAM2 inh	MsrA act	E coli Lon inh	FAS TE block
CC(/C=C/c1cccs1)=C\C(=O)O	3.6	-5	4	3	1.6	1	-1	-7	-13
CCNC(=O)N1CCCC(C(=O)c2ccc3cc(OC)ccc3c2)C1 (stereo not given)	-0.5	-8	9	1	-0.8	10	-2	6	-15
Cc1ccccc1OCC(=O)N/N=C/c1c(C)nn(-c2ccccc2)c1Cl	-1.2	-9	-4	2	-0.1	0	-1	-5	3
Cc1ccc(S(=O)(=O)N2CCCOC2CNC(=O)C(=O)NCc2ccccc2C)cc1 (stereo not given)	-0.2	4	0	7	-0.6	-11	-5	9	-1
CCOC(=O)N1CCN(S(=O)(=O)c2cc(Br)cc3c2N(C(=O)C2CC2)CC3)CC1	-0.2	4	5	0	0.4	-8	1	-10	11

Later entries:
SMILES	MsrA inh	NRP1-CendR mod	SKN-1 block	MT1-MMP act inh	TbMetRS inhib	MLLE-PAM2 inh	MsrA act	E coli Lon inh	FAS TE block
Cc1ccc(S(=O)(=O)N(C)c2ccc(OCC(=O)Nc3cccc(-n4cnnn4)c3C)cc2)cc1	0.4	8	-3	-1	0.1	-18	0	4	12
C=CCn1c(SCC(=O)NCC2CCCO2)nc2scc(-c3ccco3)c2c1=O (stereo not given)	1.0	-24	9	-9	-0.4	14	-3	-21	2
O=C1C(C2=NC(c3ccccn3)C3C(=O)N(c4ccc(OC(F)(F)F)cc4)C(=O)C23)=C(O)c2ccccc21 (stereo not given)	-0.8	0	-10	-3	-0.1	-9	0	-10	0
CCOC(=O)C1CCN(CCC(=O)Nc2ccccc2)CC1	-0.3	-32	1	1	0.0	10	0	-8	-1
O=C(CN(C(=O)c1ccc2c(c1)OCCO2)c1ccccc1)NCC1CCCO1 (stereo not given)	-0.1	1	15	-1	-0.5	-15	-4	6	-4
C1=CC2(C=C1)OC21CCC2(C=CC3(C2)OC3C2CCCCC2)CC1 (stereo not given)	-1.1	6	12	-1	0.3	-2	1	2	-2
COc1cnn(Cc2ccccc2)c(=O)c1SCc1ccccc1	1.1	-8	15	12	-0.7	14	-8	2	-6
CN(C)C(=O)CSc1nnc([C@H](Cc2c[nH]c3ccccc23)NC(=O)OC(C)(C)C)o1	-0.5	-5	-7	1	-1.2	-18	-6	-9	-4
CCOC(=O)c1ccc(CNC(=O)c2n[nH]c(=O)c3ccccc23)o1	0.4	2	2	0	0.1	-10	-1	1	-3
CCN(CC)C(=O)C1=C(C)N(CCC2=CCCCC2)C(=O)C(CC(=O)NCc2cccs2)C1 (stereo not given)	-1.2	1	7	-2	-0.8	7	1	-5	-5
CC(C)(C)c1ccc(CC(=O)N2CCC2(C)C(=O)Nc2ccc(F)cc2F)cc1 (stereo not given)	1.8	-12	21	5	-0.1	17	-6	0	36
CSc1cccc(NC(=O)CCCNC(=O)c2ccc(Cl)cc2)c1	0.3	9	6	1	1.8	-2	-1	-7	1
CCC(C)NC(=O)c1ccc(NC(=O)C2=C(C)OCCS2)cc1 (stereo not given)	0.9	4	9	6	-0.4	5	-3	-13	-7
O=C(Cn1cccc1)NCc1cccs1	-0.9	11	15	3	0.3	14	-3	4	-8
CCOC(=O)c1[nH]nc(N)c1NC(=O)c1ccc(Cl)cc1Cl	-0.4	11	9	5	0.0	8	-5	2	2
CCC(C(=O)Nc1cc(C(=O)Nc2cc(C)ccn2)ccc1Cl)c1ccccc1 (stereo not given)	0.1	0	3	-6	-0.8	-4	-4	5	14
O=Cc1cccc(OCc2cccc3ccccc23)c1	0.2	3	10	-1	-0.7	7	-2	-2	21
COCCCn1c(SCc2cccc(C(F)(F)F)c2)nc2cc(OC)c(OC)cc2c1=N	0.0	-4	2	-2	-1.1	1	5	0	38
O=C(c1ccco1)N1CCN(C(=O)C2(S(=O)(=O)c3ccc(Cl)cc3)CC2)CC1	0.1	-1	6	-3	0.8	18	-2	-1	-6
COCc1cc(Sc2ccc(Cl)cc2Cl)nc(-c2ccccc2)n1	1.2	-15	10	-1	-1.0	12	-3	0	24
CC(=O)N(CCc1ccccc1)Cc1cc2cc(C)ccc2[nH]c1=O	1.1	4	2	-3	0.4	-7	-2	-3	-3
CCCN(CC(=O)Nc1ccccc1C)C(=O)C1CC(=O)N(c2ccccc2C(C)CC)C1 (stereo not given)	0.6	9	8	0	-0.1	-12	-2	-11	0
CC(C)N1C(=O)C(O)(C2COC(C)(C)CC2=O)c2ccccc21 (stereo not given)	0.6	-2	6	-2	-0.5	-5	-3	2	-4
CCc1ccc(C=NC23CN4CN(CN(C4)C2)C3)s1	-0.2	0	-12	0	-1.0	-13	-9	-7	-11
CCOC(=O)C1=CN(CC)S(=O)(=O)NC1CC (stereo not given)	-1.6	-4	-18	2	-1.6	2	-3	1	-10
Continuation:
SMILES	MsrA inh	NRP1-CendR mod	SKN-1 block	MT1-MMP act inh	TbMetRS inhib	MLLE-PAM2 inh	MsrA act	E coli Lon inh	FAS TE block
COC(=O)c1ccc(NC(=O)C23CC4CC(C2)CC(n2cnc(Cl)n2)(C4)C3)cc1	-0.3	0	-3	5	-0.6	24	-7	-2	1
CN(C)C(=O)CSc1nc(-c2ccccc2)c(-c2ccccc2)o1	2.2	0	11	0	0.9	-5	-3	-1	10
COc1ccc(C2C(C#N)=C(N)Oc3c2c(-c2ccccc2)nn3-c2ccccc2)c(OC)c1OC (stereo not given)	0.7	19	10	4	-1.0	21	-9	-2	0
Cc1ccc(S(=O)(=O)Nc2cccc(Oc3cnccn3)c2)cc1	-0.1	2	7	-3	-0.4	2	-4	0	0
NC(=O)CC[C@@H]1NC(=O)[C@H](CO)NC(=O)c2cc([N+](=O)[O-])cc(I)c2NCC[C@@H](C(N)=O)NC1=O	1.6	-10	-8	1	-0.1	-35	-3	-1	5
Cc1ccc(CN(C)C(=O)c2c(C)nn(-c3ccccc3)c2C)cc1	-0.9	-2	9	0	-0.3	6	-2	0	-1
CC1CN(C(=S)Nc2cccc(Cl)c2Cl)CC(C)O1 (stereo not given)	-0.3	14	0	4	-0.4	-10	2	6	-6
CC(=O)Nc1cccc(C(=O)NC2CCCc3c2cnn3-c2cc(C)cc(C)c2)c1 (stereo not given)	-1.5	4	-18	1	-0.4	-6	-3	-12	0
